AT treatment: candidate therapy for ataxia-telangiectasia. 320,000 compounds, 0.19% hits. […] A-T fibroblasts, KAP-1 phosphorylation AlphaLISA; neocarzinostatin DNA damage 30 min before lysis. Potency, µM (highest dose often 57.5 µM), without a hit: at the highest dose activation, most hits filed as activators; further: potency means the concentration at half of the fitted maximal effect; % of control where 0% means no effect; nearly all actives have a fitted effect of over 45% in size
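ATM-like activity read as KAP-1 phosphorylation via AlphaLISA donor/acceptor antibody pairs after lysis and 6 hr at 25C. Cells were ATM-null patient fibroblasts ([…], hTERT), dosed 60 min, then exposed to the DSB inducer NCS for 30 min.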
p53 reactivation: mutant p53 re-activation in reporter cells; H1299 p53-A138V BP100-luciferase reporter, luminescence, 24 h; Potency, µM (series often up to 92.2 µM), for inactives: at the top dose activity change, positive = activation, most hits filed as activators; 320,000 compounds, 0.063% hits; further: potency means the concentration at half of the fitted maximal effect; % of control where 0% means no effect; nearly all actives have a fitted effect of over 45% in size
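H1299 (p53-null), stable ts p53-A138V + BP100-Luc; 1000 cells/well, Opti-MEM/10% FBS; cpd 4 pt, 1:5; 24 h, 37 deg C, 5% CO2; detection reagent 10 min RT; luminescence.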
Integrin act MD: integrin-mediated muscular dystrophy alleviation activation. Potency, µM (titrated, usually from 38.3 µM), for inactives: at the top dose activation, actives largely listed as activators. 350,000 compounds, 0.064% hits. alpha7betagal myoblasts, beta-gal FDG fluorescence, 48 h;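 further: potency means the concentration at half of the fitted maximal effect; 100% = response of the positive control SU9516; nearly all actives have a fitted effect of over 60% in size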
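alpha7betagal+/- myoblasts (passage 13, 250/well) treated 48 h at 37C with compounds at 1:260 dilution of DMSO stock. Lysed, then beta-galactosidase activity read as FDG fluorescence (ex 480/em 540) after 30 min, with pre-read for autofluorescence.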
TRPV1 agonist: activates the human vanilloid receptor TRPV1. activation, % at 8.33 µM. TRPV1-expressing cells, Fluo-8 calcium influx, agonist mode. 320,000 compounds, 0.19% hits. Q8NER1; in the data active means activation above about 80%; inconclusive means between about 30% and that limit; further: 0% is about no effect
Target sequence (Q8NER1 whole entry, looked up): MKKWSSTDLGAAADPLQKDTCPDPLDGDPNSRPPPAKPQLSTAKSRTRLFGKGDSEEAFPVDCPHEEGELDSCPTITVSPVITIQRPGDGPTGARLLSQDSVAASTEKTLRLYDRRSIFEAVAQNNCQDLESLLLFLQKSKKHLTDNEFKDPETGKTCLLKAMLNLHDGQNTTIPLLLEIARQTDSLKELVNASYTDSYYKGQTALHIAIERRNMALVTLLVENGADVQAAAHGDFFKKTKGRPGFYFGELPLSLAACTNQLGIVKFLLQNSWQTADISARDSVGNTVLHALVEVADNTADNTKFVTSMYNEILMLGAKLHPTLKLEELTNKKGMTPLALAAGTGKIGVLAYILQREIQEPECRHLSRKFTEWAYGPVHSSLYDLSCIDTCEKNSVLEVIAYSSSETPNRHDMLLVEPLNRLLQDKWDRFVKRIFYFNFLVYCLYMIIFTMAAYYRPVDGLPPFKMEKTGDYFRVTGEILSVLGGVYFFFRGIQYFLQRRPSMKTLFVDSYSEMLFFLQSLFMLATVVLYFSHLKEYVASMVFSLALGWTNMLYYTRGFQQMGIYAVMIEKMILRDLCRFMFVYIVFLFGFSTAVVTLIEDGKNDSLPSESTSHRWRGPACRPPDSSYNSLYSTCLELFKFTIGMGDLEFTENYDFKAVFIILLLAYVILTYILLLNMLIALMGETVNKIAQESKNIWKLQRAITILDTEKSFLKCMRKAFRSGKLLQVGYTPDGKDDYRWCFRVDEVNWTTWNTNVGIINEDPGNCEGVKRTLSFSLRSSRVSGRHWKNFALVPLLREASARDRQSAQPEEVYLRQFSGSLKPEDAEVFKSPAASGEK
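Cells expressing TRPV1 were dye-loaded with Fluo-8 and read kinetically: 10 s baseline, 3 min after compound (agonist portion), then 2 min after EC20 capsaicin (allosteric enhancer portion). Calcium-bound dye fluorescence at 480/520 nm.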
ELG1 repair inh: inhibitors of ELG1-dependent DNA repair in HEK293T cells; Potency, µM (series often up to 46.1 µM), for inactives: at the highest dose activity change, negative = inhibition, hits mostly inhibitors; HEK293T ELG1-luciferase reporter, luminescence, 16 h; DNA damage induced by 5-fluorouridine; AID 504467; 330,000 compounds, 2.3% hits; further: potency means the concentration at half of the fitted maximal effect; on the % scale 0 is the no-effect control and ±100 the full control effect; nearly all actives have a fitted effect of over 55% in size
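Luminescence from the luciferase reporter, measured 30 min after ONE-Glo reagent at room temperature, was the read-out. Beforehand, 2,000 cells per well were exposed for 16 hr at 37 °C to 5-fluorouridine together with compound or vehicle.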
TCR act: activates T cell receptor signaling; 330,000 tested, under 10 active; Potency, µM (series often up to 9.22 µM), for the others: at the top dose activation of IL-2 secretion, usual class: activators; primary human leukocytes, anti-CD3, IL-2 HTRF, 48 h; further: % of control where 0% means no effect
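Readout: HTRF IL-2, Eu-cryptate/d2 antibody pair, 320nm excitation, 665nm emission. Stimulus: a-CD3 beads, no co-stimulation. Cells: primary human leukocytes. Exposure: 48 hr with compound.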
BRCA1 expr up: BRCA1 expression activation | AID 624202 | MCF7-BRCA1-FFLuc reporter, luminescence, 48 h; response scale: scaled: vehicle 0%, 10 µM genistein 100% | 380,000 compounds, 1.1% hits | Potency, µM (doses to about 46.1 µM), inactives show at the top dose activation, usual class: activators; further: potency means the concentration at half of the fitted maximal effect; nearly all actives have a fitted effect of over 80% in size; some results filed as inactive show a strong effect at the top dose
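Using MCF7 cells harboring a BRCA1 firefly luciferase reporter, plated 2 h before compound pinning, the screen measured luminescence after 48 h incubation. Responses were normalized to DMSO and 10 microM genistein, then fitted for concentration-effect.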
PTAP TSG101 blk: blocks PTAP/TSG101 interaction to inhibit HIV-1 budding; Q99816; Potency, µM (top dose mostly 115 µM), for the others: at the highest dose activity change, negative = inhibition, actives largely listed as inhibitors; AID 493005; 340,000 tested, under 10 active; Fluorescence polarization, FITC-PTAP peptide / Tsg101 binding; active means well fitted inhibition curve with a large enough effect in the main read-out, with a control signal flat, not every such curve was filed as active; inconclusive means small, poorly fitted or top-dose-only effect, or effect the other way, or a change in a side signal; inactive means no such curve, though single readings can be large or run the other way; further: potency means the concentration at half of the fitted maximal effect; % of control where 0% means no effect
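Compounds were pin-transferred onto Tsg101 binding domain (10 uM final) in HEPES pH 7.5 buffer, then FITC-PTAP peptide was added at 50 nM final. After 20 min at RT, polarization reported peptide displacement across a qHTS concentration series.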
B2AR arrestin: beta2AR (human) beta-arrestin recruitment activity. P07550. beta-arrestin recruitment to beta2AR, cell-based reporter. Potency, µM (doses to about 46.1 µM), inactives show at the highest dose activation, most hits filed as activators. 330,000 compounds, 0.02% hits. AID 492947;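 further: potency means the concentration at half of the fitted maximal effect; 0% = DMSO controls and full agonism = EC100 isoproterenol or metaproterenol; nearly all actives have a fitted effect of over 65% in size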
CXXC DNA block: blocks binding of human MLL CXXC domain to DNA. MLL-CXXC / FITC-HOXA9 DNA fluorescence polarization. Potency, µM (highest dose often 115 µM), inactives show top-dose activity change, negative = inhibition, usual class: inhibitors. 290,000 compounds, 0.037% hits; active means well fitted inhibition curve with a large enough effect in the polarisation, with a control signal flat, not every such curve was filed as active; inconclusive means small, poorly fitted or top-dose-only effect, or effect the other way, or a change in a side signal; inactive means no such curve, though single readings can be large or run the other way; the % refers to the polarisation; further: potency means the concentration at half of the fitted maximal effect
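Fluorescence polarization: 7 uM MLL-CXXC (stock) preincubated 5 min with compounds, then 50 nM fluorescein-HOX-A9 DNA (stock) added; 30 min ambient. Buffer 50 mM Tris-HCl pH 7.5, 50 mM NaCl, 1 mM DTT, 0.05% BSA.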
An asterisk follows results filed as active; ? = inconclusive; · = no result given; [ ] = another dose, or the depositor's remark. Unless noted, the call rests on the fitted dose curve; in most records, active means well fitted curve in the direction sought with a large enough effect; inconclusive means small, poorly fitted or top-dose-only effect, or another doubt; inactive means no such curve, though single readings can be large; an effect the other way counts as inactive or inconclusive.

SMILES,TRPV1 agonist,BRCA1 expr up,p53 reactivation,ELG1 repair inh,CXXC DNA block,B2AR arrestin,TCR act,AT treatment,Integrin act MD,PTAP TSG101 blk
CC#CC(=O)N1CCC(CCC(=O)N(C)Cc2ccccc2)CC1,14,-4%,·,?,-4%,0.2%,5%,1%,-38%,-8%
O=C(O)c1cc(S(=O)(=O)Nc2cc(Cl)ccc2Oc2ccccc2)ccc1O,3,0%,-3%,?,·,0.2%,-3%,6%,-33%,1%
Cc1cnc(C(=O)OCC(=O)Nc2ccccc2[N+](=O)[O-])cn1,·,-7%,6%,0%,·,-1.1%,4%,-5%,-18%,-3%
CC(NS(=O)(=O)c1ccc2c(c1)OCCCO2)C(=O)O (centres undefined),-3,-17%,-6%,20%,4%,-0.2%,-4%[46.1 µM],-6%,-5%,0%
Cc1ccc(Cl)cc1NS(=O)(=O)c1ccc2c(c1)NC(=O)C(C)C(=O)N2 (centres undefined),-1,2%,·,0%,·,2.6%,0%,1%,15%,2%
CCOc1ccc(OCC)c(S(=O)(=O)NCCOC23CC4CC(CC(C4)C2)C3)c1,26,-65%,4%,?,12%,-0.4%,-8%[46.1 µM],4%,-43%,-5%
COc1cccc(CN(C)C(=S)Nc2ccc(C)c(C)c2)c1,9,3%,2%,7%,-3%,0.0%,2%,2%,-64%[inhibitor],0%
CC(C)CNS(=O)(=O)c1ccc(CC(C)C)cc1,20,-8%,2%,?,5%,-0.3%,-9%,2%,0%,3%
C=CCN1C(=O)C(CC(=O)Nc2ccc(OC)cc2)SC1=Nc1ccc(S(N)(=O)=O)cc1 (centres undefined),2,-9%,0%,?,-2%,0.4%,-2%,-1%,20%,-4%
O=C(O)c1cnc(-c2ccccc2)nc1Sc1ccccc1,3,22%,9%,1%,-6%,-1.0%,·,16%,24%,-1%
Cc1ccc(S(=O)(=O)N(C)Cc2ccc(-c3nnco3)cc2)cc1,17,2%,2%,-9%,-2%,0.5%,5%,-2%,-13%,-3%
CCOC(=O)[C@H]1[C@H]2COc3ccc(Cl)cc3[C@@H]2N2C(=O)c3cc(F)ccc3NC(=O)[C@@]12C,?,0%,2%,-8%,·,4.6%,-3%,15%,-10%,-5%
CCOC(=O)CN(C)C(=O)CCc1nnc(-c2ccsc2)o1,-2,-1%,1%,0%,4%,-0.2%,-6%,8%,-5%,-3%
Cc1ccc(Nc2cc(C)nc3ncnn23)cc1,1,-11%,·,22%,4%,-0.3%,6%,7%,5%,-2%
COC(=O)c1sccc1NC(=O)c1cc(OC)c(OC)c(OC)c1,-6,0%,3%,?,5%,0.4%,-2%,3%,0%,-1%
CC(=O)Nc1ccc(NC(=O)C(C)OC(=O)c2c(C)nn(-c3ccccc3)c2Cl)cc1 (centres undefined),7,-10%,-4%,?,·,0.5%,4%,3%,2%,2%
Fc1ccc(C(CCNCc2ccccn2)c2ccc(Cl)cc2)cc1 (centres undefined),15,-58%,0%,-11%,6%,-0.9%,0%,-2%,-24%,0%
CC1Cc2cc(/C(O)=C3/C(=O)C(=O)N(CCCn4ccnc4)C3c3ccc(F)cc3)ccc2O1 (centres undefined),-3,0%,29%,?,-7%,0.3%,1%,-4%,2%,-4%
CC(NC(=O)c1ccco1)C(=O)O (centres undefined),-6,5%,5%,21%,·,-1.0%,0%,2%,12%,-2%
COc1cc(OC)cc(C(=O)N2CCC(N3CCN(c4ccccc4)CC3)CC2)c1,-1,-28%,-4%,-5%,-5%,-0.3%,-4%,-2%,-21%,-2%
COc1ccc([N+](=O)[O-])cc1NCC(=O)Nc1cccc(S(=O)(=O)N2CCCC2)c1,0,-32%,12%,?,·,-0.3%,6%,-7%,30%,-1%
CCCC(=O)Nc1cccc(NC(=O)c2ccc([N+](=O)[O-])cc2Cl)c1,-3,-17%,-11%,?,-8%,0.2%,-1%[46.1 µM],12%,-17%,-3%
COc1ccc([N+](=O)[O-])cc1COc1cc(C)cc2oc(=O)cc(-c3ccccc3)c12,0,-70%,-18%,-21%,5%,-0.6%,0%,·,8%,-3%
Cc1c(Cl)c(C(=O)N2CCCc3ccccc32)nn1C,11,15%,0%,?,-3%,-0.1%,3%,-2%,-5%,-7%
CCn1c(=O)c2c3c(sc2n(C)c1=O)CCC3,-1,-23%,-2%,8%,-4%,0.2%,0%,-6%,8%[7.66 µM],-14%

The final two records of the section before come first, to join the parts:
SMILES,TRPV1 agonist,BRCA1 expr up,p53 reactivation,ELG1 repair inh,CXXC DNA block,B2AR arrestin,TCR act,AT treatment,Integrin act MD,PTAP TSG101 blk
Cc1c(Cl)c(C(=O)N2CCCc3ccccc32)nn1C,11,15%,0%,?,-3%,-0.1%,3%,-2%,-5%,-7%
CCn1c(=O)c2c3c(sc2n(C)c1=O)CCC3,-1,-23%,-2%,8%,-4%,0.2%,0%,-6%,8%[7.66 µM],-14%
CCOc1ccc(NC(=O)CN2C(=O)c3ccccc3C2=O)cc1,3,-2%,·,?,0%,0.1%,5%,3%,25%,0%
COc1ccc(C(CNC(=O)CN2C(=O)NC3(CCCC3)C2=O)N(C)C)cc1 (centres undefined),4,28%,30%,?,5%,0.0%,-5%,-3%,24%,-4%
Cc1nnc(SCC(=O)N(C)CC(=O)Nc2ccc(F)cc2)n1Cc1ccccc1,-7,4%,0%,0%,3%,0.0%,9%,0%,-4%,-2%
COc1ccc(C)cc1NC(=O)CCCNC(=O)Cn1cnc2sc(C)c(C)c2c1=O,0,2%,-2%,-11%,15%,-0.3%,1%,4%,4%,0%
CC(OC(=O)Cc1ccccc1[N+](=O)[O-])C(=O)NC(=O)NC1CCCCC1 (centres undefined),?,-10%,5%,15%,·,-0.2%,4%,-1%,22%,-1%
CCCCNC(=S)Nc1ccc2[nH]c(=O)[nH]c2c1,1,-18%,0%,3%,17%,-0.9%,4%,2%,-13%,-3%
O=C(COC(=O)CCS(=O)(=O)c1ccc(Cl)cc1)NCCc1ccc(Cl)cc1Cl,-4,1%,-1%,21%,8%,-1.2%,2%[46.1 µM],13%,-7%,-3%
O=C(NC1CCCCC1)N1CCN(C2CCCCC2)CC1,-1,-9%,3%,-5%,5%,-0.6%,5%,3%,24%,3%
CCOC(=O)CNC(=O)CSc1nc2ncc(Br)cc2[nH]1,-4,-20%,0%,9%,-3%,0.5%,5%,-1%,13%,-2%
Cc1c(O)cc2n(c1=O)-c1ccc(Cl)cc1C2(C)C,-1,12%,-4%,-2%,5%,0.0%,4%[46.1 µM],6%,23%,-8%
Cc1cc(C(=O)NCc2cc(C)n(C)n2)sc1-c1ccccc1,3,-47%,20%,-12%,11%,-0.2%,·,-2%,-36%,-9%
CN(C)S(=O)(=O)N(CCN1CCOCC1)Cc1ccccc1F,2,40%,0%,11%,-3%,-0.2%,-5%,3%,32%,-2%
CNC(=O)c1nc[nH]c1C(=O)NC,-2,-12%,·,·,4%,·,1%,·,13%,-1%
O=C(Nc1c(F)cc(F)cc1Br)c1cccnc1,2,2%,-1%,2%,2%,-0.1%,-1%,7%,-6%,-7%
O=C(Cn1c(=O)oc2cc(S(=O)(=O)N3CCCC3)ccc21)Nc1ccccc1Br,0,0%,-2%,-19%,-8%,0.3%,0%,2%,8%,0%
Cc1cc(-c2nnco2)c(C)n1-c1ccccc1,2,?,?,?,-1%,3.5%,2%,-6%,-3%,-2%
COc1ccccc1C(=O)NCc1ccco1,0,9%,-19%,2%,-11%,-1.1%,6%,-3%,-29%,-8%
CCOC(=O)N1CCN(c2c(NC3CCN(Cc4ccccc4)CC3)c(=O)c2=O)CC1,-1,-16%,-3%,-2%,-7%,0.0%,3%,2%,-14%,-2%
O=C(NCCCn1ccnc1)C(=O)Nc1ccccc1,2,8%,?,?,11%,0.1%,3%,4%,12%,0%
CC(C)(C)Nc1nc(OCC#N)nc(N2CCCCC2)n1,-8,-51%,0%,-5%,-2%,-2.2%,-4%,6%,-21%,-3%
O=C(CCc1nc(-c2ccccc2F)no1)NCCN1CCOCC1,-2,2%,8%,-2%,0%,-0.5%,-33%,-2%,7%,-1%
COC(=O)c1cccc2nc3c(C(C)O)cccc3nc12 (centres undefined),-2,2%,-2%,-1%,34%[activator],-0.5%,6%,-51%[inhibitor],28%,0%
O=C(COC(=O)C1CCN(c2ccc(C(F)(F)F)cn2)CC1)Nc1ccc(Cl)cn1,2,-22%,-1%,2%,9%,-0.9%,·,-4%,6%,0%
O=C1Nc2ccccc2C1=Nc1ccc(Cl)cc1,3,-15%,4%,-17%,-2%,-0.3%,-6%,18%,0%,1%
CCO[C@H]1OC(C(=O)N2CCOCC2)=C[C@@H](c2ccc(C(F)(F)F)cc2)[C@@H]1CCCO,25,1%,0%,2%,-14%,-0.1%,0%,4%,6%,-2%
